Screens: PubChem, several laboratories
PDI inh: PDI (human) enzyme inhibition | P07237 | PDI insulin aggregation turbidity, A650, 90 min | inhibition, % at 10 µM | hit rate 0.052% among 350,000 | AID 588391;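 active means mean inhibition across replicates of 30% or more, whatever share of single replicates reach that level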;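 further: absorbance from insulin aggregation driven by PDI reduction with DTT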
Target sequence (P07237 whole entry, looked up): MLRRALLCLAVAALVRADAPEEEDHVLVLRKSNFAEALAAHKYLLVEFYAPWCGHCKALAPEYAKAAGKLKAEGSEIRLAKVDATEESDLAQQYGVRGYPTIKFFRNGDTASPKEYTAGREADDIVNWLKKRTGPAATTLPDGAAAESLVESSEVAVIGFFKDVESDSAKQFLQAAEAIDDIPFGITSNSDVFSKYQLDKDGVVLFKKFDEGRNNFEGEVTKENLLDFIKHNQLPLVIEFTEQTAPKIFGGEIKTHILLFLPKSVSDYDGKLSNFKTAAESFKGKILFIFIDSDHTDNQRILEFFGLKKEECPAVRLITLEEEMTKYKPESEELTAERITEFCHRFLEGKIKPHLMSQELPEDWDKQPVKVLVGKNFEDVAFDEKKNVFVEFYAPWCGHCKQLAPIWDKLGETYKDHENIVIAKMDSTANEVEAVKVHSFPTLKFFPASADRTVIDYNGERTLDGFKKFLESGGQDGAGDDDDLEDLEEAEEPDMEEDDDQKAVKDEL
MC4R ag barr: activates human MC4R beta-arrestin recruitment. P32245. U2OS MC4R beta-arrestin complementation, luminescence; percent of melanotan II response, DMSO zero. activation, % at 8.9 µM. hit rate 0.98% among 360,000. AID 540308;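 active means activation above a per-plate cutoff, the mean activation of sample wells on that plate plus 3 SD, cut at about 8% in these data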
Target sequence (P32245 whole entry, looked up): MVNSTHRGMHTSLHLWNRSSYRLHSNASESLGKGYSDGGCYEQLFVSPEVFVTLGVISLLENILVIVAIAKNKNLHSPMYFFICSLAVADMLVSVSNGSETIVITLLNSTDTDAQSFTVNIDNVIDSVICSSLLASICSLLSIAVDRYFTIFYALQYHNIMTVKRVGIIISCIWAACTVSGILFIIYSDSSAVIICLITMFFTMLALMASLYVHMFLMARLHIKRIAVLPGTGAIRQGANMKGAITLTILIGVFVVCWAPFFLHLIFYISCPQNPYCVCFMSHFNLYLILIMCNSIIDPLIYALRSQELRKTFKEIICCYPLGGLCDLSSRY
ABCB6 inh 2: blocks the human ABCB6 transporter | Q9NP58 | K562-ABCB6 porphyrin accumulation, flow cytometry, 1 h; stronger effect = lower value | fluorescence ratio to DMSO, % at 10 µM | hit rate 0.19% among 360,000 | AID 602162;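 active means fluorescence ratio to DMSO below 75%, the collection mean minus 3 SD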;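 further: signal is porphyrin accumulated inside mitochondria; 100% equals median channel fluorescence of DMSO control wells; lower ratio means ABCB6 inhibition with less porphyrin fluorescence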
MC4R antag cAMP: human MC4R antagonism in cAMP assay; inhibition, % at 6.5 µM; hit rate 0.48% among 360,000; AID 540295; MC4R-expressing cells, MTII-stimulated cAMP, LANCE TR-FRET; P32245;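 active means inhibition above its plate's cutoff, the mean of tested wells on that plate plus 3 SD, cut at about 29% in these data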;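 further: 0% = Melanotan II alone and 100% = Melanotan II plus saturating MCL0020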
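System: U2OS-MC4R stable cell line; Technique: Eu-cAMP/anti-cAMP TR-FRET, emission 671 nm; Repeats: single well per compound; Also added: Melanotan II; Dosing: one concentration, 6.5 µM nominal; Schedule: 30-min compound, 1-h challenge, 1-h detection, room temperature.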
HTR2A ag: activates the mouse 5-HT2A serotonin receptor. CHO-K1 mHTR2A beta-arrestin complementation, luminescence; percent of 30 µM serotonin response. activation, % at 7.6 µM. hit rate 0.66% among 360,000. AID 624169;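 active means activation above a run cutoff, the mean activation of all tested compounds plus 3 SD, cut at about 14% in these data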;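 further: 0% = plate median of compound wells and 100% = 30 µM serotonin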
ABHD5-PLIN5 inh: ABHD5-PLIN5 protein interaction inhibition | Split G. princeps luciferase complementation, luminescence, 4 h | Q00G26+Q8WTS1 | hit rate 0.78% among 360,000 | inhibition, % at 4 µM | AID 602281;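 active means inhibition above the mean inhibition across every tested compound plus 3 SD, cut at about 22% in these data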;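 further: 0% = DMSO only wells and the 100% control is not disclosed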
Granule exo inh: lytic granule exocytosis inhibition; TALL-104 LAMP-1 surface exposure, flow cytometry; cells stimulated with thapsigargin and PMA; inhibition, % at 10 µM; hit rate 0.66% among 360,000; AID 651702;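 active means inhibition above about 55%, limit read from the data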
CaV13 ICDI inh: Disruptors of the CACNA1D IQ motif to Ca2+-dependent inactivation inhibitor domain association, primary screening, Förster resonance energy transfer in intact living …; HEK cells, CFP/YFP FRET ICDI-IQ, plate reader, 10 min; percent FRET-ratio fall versus neutral wells; inhibition, % at 12.3 µM; hit rate 0.098% among 340,000;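 active means mean replicate inhibition of at least 30% and at least 1% of replicates passing that level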;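 further: 0% = median of the neutral control wells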
Cardio protect: protects H9c2 cardiomyocytes from peroxide injury | protection from H2O2 cell death, % at 20 µM | hit rate 0.63% among 360,000 | H2O2 injury protection, ATPLite, 2 h;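 active means compounds giving at least 50% protection of heart cells from peroxide-induced death in the single-dose screen, raw or plate-pattern-corrected value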;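 further: 0% = DMSO wells with peroxide and 100% = DMSO wells without peroxide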
N-glyco inh: blocks N-linked glycosylation in D54 reporter cells; D54 ERlucT glycosylation luciferase reporter, 24 h; percent of 100 nM tunicamycin response; reporter increase, % at 12.5 µM; hit rate 0.23% among 360,000; AID 588692;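 active means mean luciferase reporter signal, scaled so untreated is 0 and the glycosylation-blocking control 100, at or above a set limit in every replicate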;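 further: luciferase carries N-glycosylation sites so blocking glycosylation raises the light; 0% = median of neutral control wells and 100% = median of 100 nM tunicamycin wells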
* marks the source's active call; other numbers are inactive results; · = no result given; & = joins results of further samples; ! = not confirmed by another sample.

SMILES	PDI inh	MC4R ag barr	ABCB6 inh 2	MC4R antag cAMP	HTR2A ag	ABHD5-PLIN5 inh	Granule exo inh	CaV13 ICDI inh	Cardio protect	N-glyco inh
COc1ccc2cc(C(=O)NCCCN3CCCC3=O)[nH]c2c1	8	-0.2	100	1	-5	10	-7	-7	2	-1
COc1ccc(N2CC(C(=O)N(CC(C)C)c3c(N)n(Cc4ccccc4)c(=O)[nH]c3=O)CC2=O)c(OC)c1 (centres undefined)	-11	-1.9	94	2	6	-7	-3	-5	-2	3
CC(C)(C)OC(=O)CN1C(=O)NC2(CCCc3ccccc32)C1=O (centres undefined)	2	-0.2	98	4	-3	-5	1	-18	-5	-1
O=C(N/C(=C\c1ccco1)C(=O)N1CCOCC1)c1ccc([N+](=O)[O-])cc1	-22	-1.6	98	-1	1	-4	-16	-2	1	1
COC(=O)c1ccc(COC(=O)C(CCS(C)(=O)=O)N2C(=O)c3ccccc3C2=O)cc1 (centres undefined)	-11	-1.6	101	5	7	-2	3	-5	1	-2
CCC/C=C/c1ccc(CN2C(C(C)C)C(=O)N(Cc3cn(CCC4OCCO4)nn3)CCS2(=O)=O)cc1 (centres undefined)	1	6.0	97	-2	3	6	-2	-6	-5	-2
CC(=O)c1cnc(SCC(=O)O)nc1C	8	-0.5	98	7	0	0	-1	-6	8	3
CC1=NN(C(=O)c2csc(C(C)C)c2)C(O)(C(F)(F)F)C1 (centres undefined)	-1	1.5	103	14	-4	-1	0	-5	-2	2
C#Cc1ccc(NC(=O)C2(C)CCN2C(=O)c2cc(C)n(C)n2)cc1 (centres undefined)	1	0.0	96	4	9	3	12	-10	2	0
C=C[C@]1(C)C[C@@H](OC(=O)CSCCN(CC)CC)[C@]2(C)C(C)CC[C@]3(CCC(=O)[C@H]32)[C@@H](C)[C@@H]1O (some centres undefined)	-7&6	0.2&0.7	108&97	3&4	-1&6	23*!	6&0	-5&-4	-5&8	-4&-2
Cc1cnc(NC(=O)COc2ccccc2)s1	-2	3.3	79	-6	-2	6	1	-5	2	-4
COc1cc(NC(=O)C(=O)N2CCN(C)CC2)c(OC)cc1Cl	-10	-2.2	103	12	-3	6	-3	-5	10	0
COC(=O)c1cn[nH]c1NC(=S)Nc1ccc(Cl)c(Cl)c1	-4	2.6	94	-3	2	-7	7	-7	-11	-18
Cc1cc(Cl)ccc1NC(=O)Nc1c(C)n(-c2ccccc2)c(=O)n1C	11	0.4	101	3	1	-2	0	-9	0	3
CC1(C)CC2CC(C)(CN2C(=O)c2cc(-c3ccccc3O)on2)C1 (centres undefined)	·	0.6	97	9	-1	1	-12	-5	-9	-2
CC(C(=O)Nc1ccccc1C(=O)N1CCCC1)n1nnc2ccccc21 (centres undefined)	0	-2.8	104	14	7	5	-2	-8	-3	2
O=C(NCC1CCCCC1)c1[nH]c(C(F)(F)F)nc1-c1ccccc1	·	·	99	·	-2	-4	-7	-11	-4	-1
CCN(CC)c1ccc(NC(=O)C2CC3CCC2C3)cc1 (centres undefined)	-5	-2.5	110	4	-7	-2	-3	-6	-7	-1
O=C(NCc1ccccc1Cl)NC(=O)c1csc([N+](=O)[O-])c1	-6	3.4	96	9	2	-1	0	-4	6	2
COc1ccc(C)cc1COC(=O)c1[nH]c(C)c(C(C)=O)c1C	-4	-1.6	90	8	-6	-6	12	-3	-9	2
CC(C)OC(=O)/C(C#N)=C\c1cccnc1	-5	-1.1	93	5	-3	-5	-1	-2	8	0
Cc1ccc(C)c(-n2c(=O)c(C#N)cc3c(=O)n4ccccc4nc32)c1	-2	3.0	96	12	4	4	-2	2	1	1
CCC(C)(C)NC(=O)CN(CC1CCCO1)C(=O)CNS(=O)(=O)c1ccccc1 (centres undefined)	10	-1.7	97	10	-1	0	-8	-2	2	0
CCc1nn(CCCC(=O)N(C)Cc2ccccc2)c(=O)c2cc3occc3n12	4	-1.0	103	16	1	-3	2	-4	-1	0
CCCN(CCC)CCNC(=O)C1c2ccccc2C(=O)N2CCc3ccccc3C12 (centres undefined)	18	0.9	99	1	5	3	-2	-3	11	1
Cc1ccc(NC(=S)N/N=C2/CCCc3c(C)cc(C)cc32)cc1	-7	-1.5	99	11	0	3	2	-4	-5	2
CCN(CC)S(=O)(=O)c1ccc2c(c1)N(CC(=O)N1CCCC1)C(=O)CO2	9	0.4	99	8	-3	7	-3	-3	3	2
CN(C)CCNc1cnn(-c2ccccc2)c(=O)c1Cl	-4	3.5	110	29*	0	-4	14	7	-10	1
COc1ccc(/C=C(/NC(=O)c2ccc(Br)o2)C(=O)Nc2cccc(C(=O)O)c2)cc1	-5	-0.4	97	-4	2	9	-1	-6	5	0
CC(C)Oc1ccc(CNC(=O)c2ccc3c(c2)N(C)CCS3)cc1	·	0.5	99	5	1	-3	3	-3	-15	-2
CCOC(=O)c1c(C)[nH]c(N=Nc2ccccc2C)c1C	-2	-0.2	98	2	-5	2	-1	-14	-3	-1
S=C(NC1CCCCC1)N1CCN(c2ncccn2)CC1	-9	-1.7	97	-5	4	-7	2	3	7	-2
CSc1ccc(/C=C/C(=O)OCC(=O)N2CCCCCC2)cc1	6	-1.4	113	0	4	0	2	-6	-5	-1
O=C(NCC1CCCO1)c1ccc[nH]1 (centres undefined)	-2	-1.5	103	19	-3	1	0	-6	6	1
CSCCC(=O)N1CCCC(CNC(=O)c2ccccc2Cl)C1 (centres undefined)	1	0.6	94	7	-3	9	-3	-5	0	2
COc1ccc(OC)c(NC(=O)CC2SC(=Nc3ccccc3)N(CCc3ccccn3)C2=O)c1 (centres undefined)	17	2.4	94	6	-3	17	-2	-5	2	-2
CC(C)n1c(=O)c2ccccc2n1Cc1cn(Cc2cccnc2)nn1	·	·	97	·	-2	4	-2	-10	3	-1
COc1ccc(NC(=O)N2C[C@H]3CON(C)[C@H]3C[C@H]2c2ccc(N3CCCCC3)cc2)cc1	·	·	102	·	-1	-5	4	-6	2	0
O=C(c1ccco1)N1CCN(S(=O)(=O)c2ccc(C3CCCCC3)cc2)CC1	0	0.5	100	-1	1	2	1	-4	-29	0
Cc1ccc(N=Nc2c(O)[nH]c(=O)[nH]c2=O)cc1S(=O)(=O)Nc1ccc(Br)cc1	1	1.1	104	-2	-8	-7	0	-5	-3	8
Cc1ccc(Nc2cc(C)nc3c(C)cccc23)cc1	-6	0.6	105	-2	-4	3	36	9	-6	8
O=C1CCC(=O)N1Cc1c(Cl)cccc1Cl	6	0.8	101	-4	7	2	-4	-4	-1	1
Cc1ccc(N2C(=O)C(NC(=O)c3ccccc3)(C(F)(F)F)C3=C2CC(C)(C)CC3=O)cc1 (centres undefined)	-5	-1.3	95	12	1	8	0	-5	0	1
O=C(COc1coc(CN2CCN(c3ccccc3F)CC2)cc1=O)Nc1ccccc1	7	-2.6	94	-2	-1	-2	11	-9	10	0
CCOc1ccccc1NC(=O)CCCN1C(=S)NC(C)(C)CC1C (centres undefined)	-2	-0.2	93	-3	4	0	-2	-2	5	3
CC(C)(C)c1cc(NC(=O)Nc2ccc(Br)cc2Cl)no1	-1	-2.8	95	-6	7	-16	7	10	-2	-4
CC[C@H](C)/C=C(C)/C=C/C(=O)Cc1cc(O)c(C)c(O)c1C=O	·	-1.5	110	-3	-7	-8	2	·	-4	3
CCCCCC(=O)N1C[C@H](n2cc(COC(=O)c3ccccc3)nn2)[C@@H](O)C[C@@H]1c1ccc(C)cc1	9	6.8	103	7	-6	-7	5	-9	-7	0
Cn1c(NCCCO)nc2c(c1=O)C1(CCCCC1)Cc1ccccc1-2	4	-1.0	90	10	-4	-1	2	·	-10	1
COc1ccccc1C(CNC(=O)CNC(=O)c1ccc(Cl)c(Cl)c1)N1CCCC1 (centres undefined)	-4	0.9	95	8	-2	-14	5	-3	12	0

By substructure, the compounds so far with a thiophene ring, fused or not (two)
SMILES	PDI inh	MC4R ag barr	ABCB6 inh 2	MC4R antag cAMP	HTR2A ag	ABHD5-PLIN5 inh	Granule exo inh	CaV13 ICDI inh	Cardio protect	N-glyco inh
CC1=NN(C(=O)c2csc(C(C)C)c2)C(O)(C(F)(F)F)C1 (centres undefined)	-1	1.5	103	14	-4	-1	0	-5	-2	2
O=C(NCc1ccccc1Cl)NC(=O)c1csc([N+](=O)[O-])c1	-6	3.4	96	9	2	-1	0	-4	6	2

(continued)
SMILES	PDI inh	MC4R ag barr	ABCB6 inh 2	MC4R antag cAMP	HTR2A ag	ABHD5-PLIN5 inh	Granule exo inh	CaV13 ICDI inh	Cardio protect	N-glyco inh
COc1ccc(S(=O)(=O)N2CCCCC2)cc1NC(=O)CSc1nccn1C	16	-1.1	163	1	-7	-4	-2	-1	7	-2
O=C(Nc1cccc(C(=O)O)c1)/C(=C\C=C\c1ccccc1)NC(=O)c1ccccc1	-2	-1.3	102	7	4	2	1	-16	-3	2
O=C(Cc1ccccc1)N/N=C/c1ccc(OCC(=O)Nc2ccccc2)cc1	-8	-1.3	103	3	-3	-3	1	-5	3	-2
CCOC(=O)c1[nH]c(C)c(C(=O)NCc2ccc(C)cc2)c1C	·	-1.6	105	7	0	3	4	-2	-10	-1
Cc1ccc(C(=O)NCCc2c[nH]c3ccccc23)s1	1	0.7	98	3	-4	-1	8	-7	-3	2
CCC1(c2ccccc2)NC(=O)N(CC(=O)Nc2cc(S(=O)(=O)N3CCCCC3)ccc2OC(C)C)C1=O (centres undefined)	2	-2.6	96	15	6	-6	0	-7	-3	-4
O=c1cc(O)nc(SCc2ccc(Cl)cc2)[nH]1	-33	2.6	96	6	14	7	0	-4	2	0
O=C(CSc1nc2c(cnn2-c2ccccc2)c(=O)[nH]1)c1ccc(Cl)cc1	5	3.7	106	9	8	2	-8	-9	-5	0
COC(=O)c1ccc(Cn2nc(-c3ccccc3)ccc2=O)cc1	-48	-1.7	99	-5	0	5	-10	-13	-7	1
O=C(OC1CCOC1=O)c1ccc2ccccc2n1 (centres undefined)	-1	1.5	102	2	-3	1	-2	-3	7	0
CCCCNCc1cc(Cl)c(OCCC)c(OCC)c1	-3	4.4	101	-1	-1	-3	-4	-9	2	-3
COC(=O)C1=C(C)NC(=S)NC1c1ccc(OC(=O)c2ccco2)cc1 (centres undefined)	-7	3.5	104	-3	3	14	-3	-6	5	1
CC(=O)c1cc(Cl)ccc1OC(=O)c1ccco1	-4	-1.4	90	2	6	10	2	·	9	-2
CCN1C(=O)C(CC(=O)Nc2ccc(OC)cc2)N(Cc2ccc3c(c2)OCO3)C1=S (centres undefined)	-1	0.1	96	2	3	2	21	-3	-1	0

An unsorted share of the library. About 4.2% of those tested had a hit in this group.
